Screens: PubChem, National Center for Advancing Translational Sciences (NCATS)
EPAC2 antagonist = qHTS for Antagonist of cAMP-regulated guanine nucleotide exchange factor 2 (EPAC2): primary screen. Potency, µM (doses to about 114 µM), without a hit: top-dose activity, negative = inhibition, actives largely listed as inhibitors. 360,000 compounds, 0.18% hits. EPAC2 GEF exchange of Rap1B-BODIPY-GDP, fluorescence; further: potency means the concentration at half of the fitted maximal effect; on the % scale 0 is the no-effect control and ±100 the full control effect; nearly all actives have a fitted effect of over 45% in size; many of its hits are not listed in these tables
Abeta rescue = qHTS for compounds that reverse cellular toxicity of Amyloid beta (A-beta) peptide in yeast: Primary Screen. 410,000 compounds, 0.063% hits. AID 1347071, 2019. yeast expressing A-beta42, growth rescue, OD600, 48 h; response scale: 0% DMSO, 100% iron-clioquinol control. Potency, µM (highest dose often 46.1 µM), without a hit: at the top dose growth rescue, hits mostly activators; further: potency means the concentration at half of the fitted maximal effect; nearly all actives have a fitted effect of over 55% in size
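Growth rescue measured by 600 nm absorbance after 48 h yeast culture at 30 C with compound. Values normalized between DMSO and an equimolar ferric chloride plus clioquinol control.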
DRD3 agonist = qHTS of D3 Dopamine Receptor Agonist: qHTS; max activation, %; D(3) dopamine receptor (Homo sapiens), P35462; D3R DiscoveRx beta-arrestin cells, luminescence, 90 min; AID 652048, 2013; 410,000 compounds, 0.58% hits; in the data active means max activation above about 30%; further: 0% is about no effect; mostly tested at two doses, the higher about 12 µM
Target sequence (P35462 whole entry, looked up): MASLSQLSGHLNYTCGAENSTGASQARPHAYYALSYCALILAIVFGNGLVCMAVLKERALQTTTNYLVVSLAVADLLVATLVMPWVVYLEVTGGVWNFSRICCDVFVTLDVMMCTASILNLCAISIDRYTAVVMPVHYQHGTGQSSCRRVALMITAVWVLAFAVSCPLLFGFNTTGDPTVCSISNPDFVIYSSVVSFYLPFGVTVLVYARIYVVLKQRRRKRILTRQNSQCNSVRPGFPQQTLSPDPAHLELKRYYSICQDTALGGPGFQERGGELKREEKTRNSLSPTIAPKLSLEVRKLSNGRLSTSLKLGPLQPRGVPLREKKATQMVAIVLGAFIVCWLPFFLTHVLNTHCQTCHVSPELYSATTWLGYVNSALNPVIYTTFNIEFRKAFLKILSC
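Agonist-mode cell screen: cells plated at 1500/well and incubated overnight at 37 °C, then exposed to library compounds for 90 min at 37 °C. Detection reagent was added for 30–60 min at room temperature, and luminescence was read.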
FUS suppressor = qHTS for Suppressors of FUS Proteinopathy: Primary screen using FUS-linked yeast assay; S. cerevisiae FUS-expressing, growth rescue, OD600, 24 h; Potency, µM (titrated, usually from 76.6 µM), without a hit: at the top dose growth rescue (activation), most hits filed as activators; 390,000 compounds, 0.24% hits; AID 1347120, 2019;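 further: potency means the concentration at half of the fitted maximal effect; plate controls were DMSO vehicle for no effect and reference control for full effect; nearly all actives have a fitted effect of over 55% in size; some results filed as inactive show a strong effect at the top dose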
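Read-out: OD at 600 nm after 24hr at 30C, reporting rescue of FUS-induced yeast toxicity. Cells at OD 0.005 in galactose (2%) minimal medium; compounds tested in a dilution series; CP55940 titration from 92uM final as control.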
aSyn yeast inh = qHTS of alpha-syn Inhibitors; Yeast expressing alpha-synuclein, growth rescue, BacTiter-Glo, 24 h; Potency, µM (titrated, usually from 46.1 µM), for the others: at the highest dose growth rescue (activation), most hits filed as activators; 370,000 compounds, 0.14% hits; AID 652106, 2013; further: potency means the concentration at half of the fitted maximal effect; % of control where 0% means no effect; nearly all actives have a fitted effect of over 65% in size
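Galactose-induced alpha-syn yeast (OD600=0.02, raffinose-pregrown) + pinned cpd, 24 hr, 30 deg C; growth by BacTiter-Glo luminescence. Growth restoration scores as activation.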
EPAC2 ag = qHTS for Agonist of cAMP-regulated guanine nucleotide exchange factor 4 (EPAC2): primary screen; 360,000 compounds, 0.079% hits; Potency, µM (top dose mostly 154 µM), without a hit: at the highest dose activation, hits mostly activators; EPAC2 activation, biochemical qHTS; response scale: 100% = 6.5 mM cAMP response; AID 720711, 2013; Rap guanine nucleotide exchange factor 4 (Homo sapiens), Q8WZA2; further: potency means the concentration at half of the fitted maximal effect; nearly all actives have a fitted effect of over 50% in size
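Each well held 100 nM EPAC2, 250 nM RAP1B-BODIPY-GDP and 50 uM GDP. Fluorescence, read at 5-min intervals to 30 min, was referenced to a 6.5 mM cAMP positive control.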
TDP-43 yeast inh = qHTS of TDP-43 Inhibitors. 410,000 compounds, 1.8% hits. TDP-43 expressing yeast growth rescue, BacTiter-Glo, 24 h. Potency, µM (highest dose often 46.1 µM), for the others: top-dose growth rescue (activation), hits mostly activators; further: potency means the concentration at half of the fitted maximal effect; % of control where 0% means no effect; nearly all actives have a fitted effect of over 50% in size
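Luminescence from BacTiter-Glo reports growth of TDP-43-expressing yeast after 24 hr at 30 deg C with compound. Cells were raffinose-pregrown to mid-log, then seeded in galactose medium at OD600=0.02.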
D3 antag = qHTS of D3 Dopamine Receptor Antagonist: qHTS | D(3) dopamine receptor (Homo sapiens), P35462 | D3R cells, DiscoveRx beta-arrestin luminescence, antagonist mode; active compounds read low | max response, negative = inhibition, % | 360,000 compounds, 2.5% hits | AID 652054, 2013; in the data active means max response below about -50%; inconclusive means no clear call, values can overlap the other calls; further: on the % scale 0 is the no-effect control and ±100 the full control effect; mostly tested at two doses, the higher about 12 µM
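Cells plated overnight at 1500 cells/well, then exposed to library compounds with dopamine controls for 90 minutes at 37 degrees C. DiscoveRx reagent added for 30–60 minutes at room temperature; luminescence read, quantitative HTS format.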
Starred values were filed as active, the others as inactive; ? = inconclusive; · = not tested or not shown; [ ] = another dose, or the depositor's remark. Unless noted, the call rests on the fitted dose curve; in most records, active means well fitted curve in the direction sought with a large enough effect; inconclusive means small, poorly fitted or top-dose-only effect, or another doubt; inactive means no such curve, though single readings can be large; an effect the other way counts as inactive or inconclusive. Some of the compounds tested (hit frequency here may not be typical).

canonical_smiles,EPAC2 antagonist,Abeta rescue,DRD3 agonist,FUS suppressor,aSyn yeast inh,EPAC2 ag,TDP-43 yeast inh,D3 antag
COc1cc(NC(=O)c2noc3c2CC(C(C)(C)C)CC3)cc(OC)c1OC (stereo not given),·,3%,10,-3%,·,·,27%,·
Cc1nc(NC(=O)COC(=O)c2ccc(CO)cc2)c(Cl)cc1Cl,-1%,15%,-3,17%,0%,4%,22%,-14
COc1cc2nc(Nc3cccc(C)c3)nc(N)c2cc1OC,·,-5%,4,-1%,·,·,7%,·
Clc1ccc(N2CCN(c3ccnc(Cl)n3)CC2)cc1,5%,-20%,8,12%,?,16%,18µM*,2
O=C(c1cccnc1)N1CCN(Cc2ccc3c(c2)OCO3)CC1,10%,2%,-4,18%,-7%,1%,-1%,?
CC1=C(C(=O)N(C(C)C)C(C)C)CC(CC(=O)NCCN2CCOCC2)C(=O)N1Cc1ccc(F)cc1 (stereo not given),-4%,-10%,6,-24%,-3%,-1%,14%,16
COc1ccccc1CN(C)S(=O)(=O)c1cccs1,-19%,7%,-5,-17%,5%,6%,9%,-2
C[N+]1([O-])[C@@H]2Cc3cc4c(cc3[C@@H]1Cc1cc3c(cc12)OCO3)OCO4 (stereo not given in full),9%,-4%,4,-24%,4%,10%,10%,1
Cc1nc([N+](=O)[O-])c(C(=O)O)n1C,-6%,7%,-8,-10%,5%,6%,-3%,-4
O=c1[nH]ncc(N2CCCCC2)c1Cl,10%,9%,3,·,-8%,5%,0%,11
O=C(CCN1C(=O)c2cccc3cccc(c23)C1=O)NCc1cccnc1,3%,-5%,5,8%,-9%,2%,-7%,12
Cc1nnc(SCC(=O)Nc2ccc(Cl)cn2)s1,-1%,12%,5,-5%,-2%,-1%,6%,15

Two compounds from above, reduced to EPAC2 antagonist, FUS suppressor and aSyn yeast inh.
| molecule | EPAC2 antagonist | FUS suppressor | aSyn yeast inh |
| --- | --- | --- | --- |
| Cc1nc(NC(=O)COC(=O)c2ccc(CO)cc2)c(Cl)cc1Cl | -1% | 17% | 0% |
| COc1cc2nc(Nc3cccc(C)c3)nc(N)c2cc1OC | · | -1% | · |

Next section:
canonical_smiles,EPAC2 antagonist,Abeta rescue,DRD3 agonist,FUS suppressor,aSyn yeast inh,EPAC2 ag,TDP-43 yeast inh,D3 antag
CCn1cc(C(=O)N2CCN(c3ccccc3)CC2)c(=O)c2cc(S(=O)(=O)N3CCCC3)ccc21,·,-3%,-11,32%,·,·,10%,·
COc1ccc2sc(NCc3ccccc3)nc2c1,0%,·,-2,-12%,10%,4%,?,-8
CCCNc1nc2c(c(=O)n(C)c(=O)n2C)n1Cc1ccc(F)cc1,-6%,8%,2,-3%,-1%,2%,?,8
COc1ccc2nc(SC(C(=O)c3ccccc3)c3ccccc3)nc(C)c2c1 (stereo not given),-16%,5%,-8,15%,15%,7%,-8%[0.397 µM],-20
COc1ccc(-c2nnc(SCC(=O)N3CCOCC3)n2C)cc1OC,-7%,-5%,-2,0%,6%,2%,5%,-8
Cc1ccc(C2Nc3cccc4cccc(c34)N2)cc1,?,16%,-8,-3%,-10%,9%,?,-9
COc1ccc(-c2cc(C(=O)Nc3nc4c(C)cccc4s3)c3ccccc3n2)cc1OC,-23%,2%,33*,1%,0%,-2%,-1%,26
Cc1cccc(C)c1NC(=O)C1(C)CN(S(C)(=O)=O)CC(=O)N1CCOc1ccccc1 (stereo not given),5%,1%,-13,12%,-2%,3%,2%,-19
C/C(N)=C(/C#N)C(=O)CSc1n[nH]c(-c2cccs2)n1,1%,-17%,-2,0%,-5%,0%,-24%,6
O=C(CCCN1C(=O)c2cccc3cccc(c23)C1=O)NCc1cccs1,2%,2%,-1,4%,8%,4%,16%,6
CCOc1ccc(CCNC(=O)COC(=O)c2ccccc2O)cc1OCC,-11%,-13%,11,16%,2%,4%,-8%[0.397 µM],13
CCCc1c(NC(=O)Nc2ccc(Cl)cc2Cl)cnn1-c1ccccc1,5%,-10%,16,27%,2%,-4%,-25%,-16
NC(=O)c1ccc(NC(=O)COC(=O)/C=C/c2cn(-c3ccccc3)nc2-c2cccnc2)cc1,-2%,12%,-1,·,0%,12%,9%,0
CCc1c(N)nc(N)nc1Nc1ccccc1C,6%,-20%,10,23%,-4%,-1%,-19%,7
CC(C)(C)c1ccc(C(=O)OC/C(O)=C(\C#N)c2nc3ccccc3s2)cc1,9%,0%,4,·,0%,-10%,-6%,23
N/C(=N\OC(=O)c1cc(-c2ccccc2)nc2ccccc12)c1ccccn1,-8%,-37%[inhibitor],4,-33%,-39%[inhibitor],12%,?,62
O=C(Cn1c(=O)cnc2ccccc21)N1CCCc2ccccc21,-7%,1%,-3,2%,1%,10%,5%,-18
O=C(Nc1ccc(Cl)c(Cl)c1)c1ccc2c(c1)OCO2,2%,0%,-5,16%,-10%,8%,25%,-5
Cc1nc2c(-c3ccccc3)c(C)nn2c(SCC(N)=O)c1Cc1ccccc1,2%,8%,-3,7%,-1%,-4%,1%,-2
CCOc1ccc(-n2c(=S)sc3c(=O)[nH]c(SCC(=O)NC4CCCCC4)nc32)cc1,?,-1%,14,-12%,0%,-5%,17%,10
Cc1nn(C(C)C(=O)Nc2ccc3c(c2)OCO3)c(C)c1[N+](=O)[O-] (stereo not given),-1%,4%,5,11%,3%,10%,21%,8
Cc1ccc2nc(-c3ccc(SCC(=O)O)nc3)[nH]c2c1,-5%,-5%,1,10%,-6%,5%,0%,-6
CCCCC(=O)Nc1cc(-c2nc3ccccc3o2)ccc1OC,·,-6%,4,0%,·,·,9%,·
COc1ccc(CCNC(=O)c2ccc(CS(=O)(=O)Cc3ccc(C)cc3)o2)cc1OC,-7%,3%,5,8%,-1%,13%,10%,1
COC(=O)c1cncc(O)c1,4%,13%,-1,-12%,0%,4%,-1%,-6
Cc1nnc(SCC(=O)NC2(C#N)CCCCC2)n1N,1%,5%,-4,-25%,-2%,8%,-17%,-4
CCOc1cc(-c2cc(-c3ccc(C)cc3)nc(N)c2C#N)ccc1O,1%,14%,-1,30%,0%,9%,18%,14
COc1cccc(-c2cnc(C(O)c3ccc(Cl)cc3)[nH]2)c1 (stereo not given),11%,-1%,-6,-2%,0%,5%,9%,-21
COc1ccccc1OCC(=O)Nc1ccccc1C(=O)Nc1cccc(C(=O)O)c1,3%,-1%,0,26%,-1%,11%,-13%,-12
O=C(COC(=O)c1ccc(S(=O)(=O)NCc2ccco2)cc1)NCC1CCCCC1,8%,-9%,0,35%,-5%,-4%,-25%,-13
Fc1ccc(NC(=S)N2CCCC2)cc1,0%,-11%,-7,16%,-9%,10%,0%,-8
CCCCn1c(NCc2ccccn2)nc2ccccc21,8%,1%,-24,11%,7%,-5%,-17%,-3
CCOC(=O)C1C2C=CC3(CN(c4ccc(Cl)c(F)c4)C(=O)C13)O2 (stereo not given),0%,5%,-4,-22%,7%,6%,1%,6
Cc1ccc(-c2csc(N3C(=N)SCC3=O)n2)cc1,4%,-13%,6,5%,-6%,-3%,-15%,5
O=S(=O)(c1cccc(Br)c1)N1CCN(c2ncnc3scc(-c4ccccc4)c23)CC1,6%,4%,2,0%,1%,4%,32%,1
CC(C)CN(C(=O)c1cccc(S(=O)(=O)N2CCN(C)CC2)c1)C1CCS(=O)(=O)C1 (stereo not given),4%,8%,3,8%,-5%,2%,12%,16
CCN1C(=O)c2ccccc2S(=O)(=O)c2ccc(C(=O)NCc3ccccc3Cl)cc21,·,1%,-10,?,·,·,-13%,·
O=C1CC(NS(=O)(=O)c2ccc([N+](=O)[O-])cc2)CN1c1cccc(F)c1 (stereo not given),0%,6%,-5,20%,-1%,7%,-1%,-19
CNC(=O)CN1C(=O)NC2(CCc3ccccc3C2)C1=O (stereo not given),1%,-8%,3,-11%,3%,5%,20%,14
CC(Cc1cccs1)NC(=O)Nc1ccccc1 (stereo not given),0%,3%,-11,32%,-10%,4%,-9%,-9
CCOC(=O)c1[nH]c2ccccc2c1NC(=O)c1ccccc1OC,·,-21%,-2,13%,·,·,25µM*,·
O=C1CC(SCCO)C(=O)N1c1ccc(Oc2ccccc2)cc1 (stereo not given),0%,-11%,1,8%,1%,-7%,-5%,-8
CCCCN1C(=O)C(=O)NC[C@H]1Cc1cccc2ccccc12,3%,-18%,-2,1%,-1%,5%,-6%,-19
COc1ccc(C(=O)n2c(SC)nc3cc4c(cc32)OCCO4)cc1,-3%,-10%,6,10%,3%,14%,0%,6
O=C(c1ccco1)N1N=C(c2cccs2)CC1c1cc([N+](=O)[O-])ccc1O (stereo not given),-11%,3%,-7,22%,2%,10%,-16%,?
S=c1[nH]nc(Cc2noc3ccccc23)n1-c1ccc(Cl)cc1,-7%,14%,-4,7%,1%,7%,6%[9.22 µM],-25
O=C(CCCN1C(=O)/C(=C/c2cccs2)SC1=S)NNC(=O)c1ccncc1,0%,0%,2,30%,-10%,-12%,-34%,19
CCCN1CCCc2cc(CN)ccc21,-1%,10%,-8,12%,-7%,9%,-1%,?
COc1cccc(NC(=O)c2ccc(S(=O)(=O)N(C)C)cc2)c1,4%,-1%,-1,-21%,1%,4%,20%,3
CCCOc1ccc(OC(=O)c2sc3ncn(Cc4cccc(F)c4)c(=O)c3c2C)cc1,·,-6%,5,-4%,·,·,24%,·
O=C(COC(=O)Cc1ccc(F)cc1)NC(=O)c1ccccc1,0%,16%,3,-6%,11%,1%,?,23
O=C(COC(=O)c1ccc(F)c(S(=O)(=O)N2CCOCC2)c1)NC1CCCCC1,5%,9%,1,-22%,0%,7%,14%,9
